Screening data (PubChem)
AddAB inh: less growth of phage-infected E. coli with AddAB; AID 435030; E. coli expressing H. pylori AddAB, absorbance growth; actives 0.29% (n = 330,000); inhibition, % at 11.9 µM; in the data active means inhibition above about 12%;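 further: 0% = vehicle wells of infected cells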
phage Ecoli inh: E. coli growth loss with phage present; growth absorbance; inhibition, % at 11.9 µM; actives 0.26% (n = 360,000); AID 651602; in the data active means inhibition above about 11%
PKA-R1A act: activates the PKA-R1A holoenzyme complex; P00514+P68181; PKA-R1A dissociation, Cy5-IP20 fluorescence polarization; scaled: DMSO 0%, 113 µM cGMP 100%; activation, % at 11.4 µM; actives 0.083% (n = 340,000); AID 504707;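 active means percent activation above the mean of all tested compounds plus 3 SD, cut at about 19% in these data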;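 further: higher means more PKAc released from R1A so a rise in polarization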
SUMO Mot1 rescue: blocks SUMOylation pathway, rescuing yeast Mot1-301 growth; S. cerevisiae Mot1-301 growth rescue, ATP luminescence, 38.5C; percent above DMSO median, 100 means doubled; growth rescue, % at 18.8 µM; actives 1% (n = 320,000); AID 2716;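 active means every valid replicate shows activation above 250% relative to neutral control wells; inactive means the rest, any valid replicate at or below 250%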;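 further: OY570 slx delta 5 strain wells were the positive control but not used for scaling; some compounds called inactive have numbers as strong as hits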
PfHsp90 yeast 2: growth inhibition of yeast expressing Plasmodium Hsp90; S. cerevisiae expressing PfHsp90, BacTiter-Glo ATP, 48 h; yeast lacking PDR1 and PDR3 efflux regulators; inhibition, % at 9.4 µM; actives 0.32% (n = 310,000); AID 504621;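 active means every replicate shows inhibition above about 80%, whatever the replicate mean, limit read from the data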;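 further: 0% = DMSO neutral controls and 100% = 20 µM radicicol positive controls; yeast relying on Plasmodium falciparum Hsp90 in place of its own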
HTR5A inv ag: counter-screen for OPRM1-OPRD1 inverse agonists: human HTR5A inverse agonism; P47898; HTR5A cell line, luminescence; inhibition, % at 9.3 µM; actives 0.083% (n = 340,000); in the data active means inhibition mostly above about 23%, no sharp cut-off; inactive means mostly below about 18%;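 further: 0% = cells with DMSO and 100% = no-cell wells with DMSO; some compounds called inactive have numbers as strong as hits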
Target sequence (P47898 whole entry, looked up): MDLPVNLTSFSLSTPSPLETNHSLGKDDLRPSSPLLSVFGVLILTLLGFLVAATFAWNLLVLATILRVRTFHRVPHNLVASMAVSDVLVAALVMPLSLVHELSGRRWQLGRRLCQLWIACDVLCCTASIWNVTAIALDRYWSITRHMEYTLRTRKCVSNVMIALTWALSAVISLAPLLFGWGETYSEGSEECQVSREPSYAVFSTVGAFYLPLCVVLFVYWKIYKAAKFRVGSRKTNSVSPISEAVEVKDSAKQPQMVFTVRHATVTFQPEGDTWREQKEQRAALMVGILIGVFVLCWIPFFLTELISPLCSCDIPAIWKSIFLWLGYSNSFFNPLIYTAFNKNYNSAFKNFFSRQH
Pemphigus Ab inh: inhibitors of pemphigus antibody binding to human desmoglein-3. P32926. AID 588358. actives 0.48% (n = 310,000). binding (percent of control), % at 10 µM. DSG3-coupled beads, scFv-anti-DSG3-GFP binding, flow cytometry; stronger effect = lower value;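 active means binding more than 3 SD below its plate's average and above zero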;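 further: hits lower antibody fragment binding to DSG3; some compounds called inactive have numbers as strong as hits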
HTR5A ag: counter-screen for OPRM1-OPRD1 agonists: human HTR5A agonism; actives 0.61% (n = 340,000); P47898; AID 504692; HTR5A agonist assay, luminescence, cell-based; activation, % at 9.3 µM; in the data active means activation mostly above about 9.5%, no sharp cut-off; inactive means mostly below about 7.6%;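 further: 0% = cells with vehicle only and 100% = reference agonist; strong numbers were not always called active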
E coli growth: counter-screen for AddAB inhibitors: E. coli growth inhibition | E. coli V3065 growth, OD600 absorbance, 18 h | inhibition, % at 11.9 µM | AID 449728 | actives 0.27% (n = 330,000);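 active means inhibition above the campaign's mean inhibition across all tested compounds plus 3 SD, cut at about 9.9% in these data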;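 further: uninfected addAB+ strain grown without phage in ampicillin broth; 0% = DMSO wells and 100% = ciprofloxacin 0.95 µg/ml wells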
OPRM1-OPRD1 inv: inverse agonist of human OPRM1-OPRD1 heterodimerization | inhibition, % at 9.3 µM | AID 504357 | P35372+P41143 | cell-based MOR-DOR heterodimer luminescence, inverse agonism | actives 0.21% (n = 340,000); in the data active means inhibition above about 22%, passing the limit was not always enough;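 further: 0% = cells with DMSO and 100% = wells without cells with DMSO; values of inactives mirror those of a sister screen read the other way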
OPRM1-OPRD1 ag: agonists of human mu-delta opioid receptor heterodimerization. P35372+P41143. cells, OPRM1-OPRD1 heterodimerization, luminescence. activation, % at 9.3 µM. actives 0.3% (n = 340,000); in the data active means activation above about 18%;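 further: 0% = vehicle-treated cells and 100% = reference agonist; values of inactives mirror those of a sister screen read the other way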
Active calls of the source: *; . = not tested or not shown.

#	compound	AddAB inh	phage Ecoli inh	PKA-R1A act	SUMO Mot1 rescue	PfHsp90 yeast 2	HTR5A inv ag
1	O=C(COc1ccccc1C(=O)NCC1CCCO1)Nc1ccc(Br)cc1 (stereo unspecified)	-0.5	2.9	-1	-2	7	-9
2	COc1ccc(CN2CCCC(CO)(Cc3cccc(Cl)c3)C2)cc1OC (stereo unspecified)	0.5	0.6	-8	-13	20	5
3	COC(=O)c1ccc(C2OCC(C)(C)CO2)cc1	0.8	0.7	-15	-4	7	14
4	CCNc1ccccc(C(=O)/C=C/c2ccc3c(c2)OCO3)c1=O	6.0	2.7	8	439*	8	-13
5	Cc1ccc2c(c1)COc1c3ccc(C(=O)NCC4CC4)cc3nn1-2	-2.1	2.2	-3	14	13	-15
6	Cc1cc(Br)c(OCC(=O)NN)c2c1CCC2	-2.1	3.7	-1	-3	-8	-50
7	COc1ccc(NC(=O)C2CC(=O)NC3=C2C(=O)CC(C)(C)C3)cc1 (stereo unspecified)	0.4	5.3	-2	6	9	-1
8	Cn1c(SCC(=O)NC(=O)CN2CCCC2=O)nnc1-c1ccc(F)cc1	-0.4	0.8	9	-1	14	0
9	COc1ccc(CCNC(=O)c2ccccc2N(C)S(=O)(=O)c2ccccc2)cc1	0.4	3.3	-10	3	-3	3
10	Nc1nc(COC(=O)CCC(=O)c2ccc(Cl)cc2)nc(Nc2ccccc2)n1	0.6	3.3	-2	19	-6	-22
11	Cc1ccc(OCC(=O)Nc2ccc(NC(=O)c3ccccc3)cc2)cc1C	1.4	1.5	-3	-17	-14	-3
12	COc1ccc(C(=O)/C=C2\C(=O)Nc3ccc(Br)cc32)cc1	.	2.1	1	.	144*	-30

#	Pemphigus Ab inh	HTR5A ag	E coli growth	OPRM1-OPRD1 inv	OPRM1-OPRD1 ag
1	85	-1	-1.4	4	-0.9
2	102	-1	-0.1	2	-0.4
3	185	6	1.4	13	-2.5
4	101	3	3.2	-13	2.4
5	104	-1	0.9	4	-0.6
6	.	1	-1.8	17	-3.5
7	98	5	-0.8	-3	0.5
8	102	0	0.7	2	-0.4
9	104	-1	-0.9	8	-1.4
10	96	9	1.1	1	-0.3
11	104	1	1.6	-16	1.9
12	88	8	.	-26	6.0

Ordered by the number under Pemphigus Ab inh (low to high): 5 of the compounds above.
No.	molecule	Pemphigus Ab inh
1	O=C(COc1ccccc1C(=O)NCC1CCCO1)Nc1ccc(Br)cc1 (stereo unspecified)	85
7	COc1ccc(NC(=O)C2CC(=O)NC3=C2C(=O)CC(C)(C)C3)cc1 (stereo unspecified)	98
4	CCNc1ccccc(C(=O)/C=C/c2ccc3c(c2)OCO3)c1=O	101
8	Cn1c(SCC(=O)NC(=O)CN2CCCC2=O)nnc1-c1ccc(F)cc1	102
5	Cc1ccc2c(c1)COc1c3ccc(C(=O)NCC4CC4)cc3nn1-2	104

(further entries)
#	compound	AddAB inh	phage Ecoli inh	PKA-R1A act	SUMO Mot1 rescue	PfHsp90 yeast 2	HTR5A inv ag
13	CCOC(=O)[C@H]1[C@H]2COc3ccc(Br)cc3[C@@H]2N2C(=O)CN(Cc3ccccc3)C(=O)[C@@]12C	0.3	2.6	-5	-7	-6	8
14	C[C@H](CO)N1C[C@H](C)[C@@H](CN(C)C(=O)Nc2ccccc2)Oc2c(NC(=O)Nc3ccccc3)cccc2C1=O	2.8	1.1	3	8	-3	-33
15	CC(NC(=O)c1ccc(C(=O)c2ccccc2)cc1)c1ccc(S(N)(=O)=O)cc1 (stereo unspecified)	.	-0.1	-8	.	.	11
16	O=C(C=C(O)c1ccc(Cl)cc1)C(=O)NNC(=O)C(O)(c1ccccc1)c1ccccc1	.	0.7	7	.	-2	5
17	Cc1nc(N2CCC(C)CC2)c2c(C)c(C(=O)Nc3ccccc3C(F)(F)F)sc2n1	0.2	3.7	-4	5	6	8
18	COc1cc(OC)c(C=O)c(OC(=O)N2CCOCC2)c1	1.0	2.8	-3	0	13	-2
19	O=C(Nc1nccs1)c1cccc(S(=O)(=O)N2CCOCC2)c1	4.3	1.5	4	-3	41	5
20	Cc1ccc2oc(=O)c3cc(C(=O)NCCN4CCc5ccccc5C4)sc3c2c1	1.1	3.0	5	90	-22	6
21	CCc1sc(N)nc1-c1ccccc1	0.0	6.6	-2	87	-11	-4
22	COc1ccc(NC(=O)N2c3ccc(OC)cc3C(C)=CC2(C)C)cc1	0.7	4.5	-12	-8	-7	-19
23	CC1(C)CC(=O)C(N=Nc2ccc(Cl)cc2)=C(O)C1	1.6	0.2	-6	3	-1	-4
24	COc1ccc(CNC(=O)COC(=O)[C@H](Cc2ccccc2)NC(=O)c2cccs2)cc1	2.8	3.2	5	-1	13	4

#	Pemphigus Ab inh	HTR5A ag	E coli growth	OPRM1-OPRD1 inv	OPRM1-OPRD1 ag
13	105	2	0.6	6	-1.0
14	103	4	-0.1	16	-2.8
15	100	-4	.	10	-1.8
16	84	-1	.	17	-3.3
17	99	-3	-0.6	-32	4.5
18	91	0	0.4	11	-2.4
19	109	8	-0.2	7	-1.7
20	114	-2	1.7	-5	1.1
21	106	3	-0.5	2	-0.4
22	108	-5	0.9	-23	3.4
23	95	3	-0.6	6	-1.2
24	101	1	0.8	-3	0.7

The list goes on.
#	compound	AddAB inh	phage Ecoli inh	PKA-R1A act	SUMO Mot1 rescue	PfHsp90 yeast 2	HTR5A inv ag
25	Cc1sc(NC(=O)c2ccc(Cl)s2)c(C(N)=O)c1C	4.0	-0.8	0	23	-18	-13
26	CCC[C@@H]1CCCO[C@@](C(=O)NCCN2CCOCC2)(C(F)(F)F)C1	0.8	2.7	-2	4	36	-18
27	COc1ccc(Cc2nnc(SCC(=O)NCCc3ccccc3)o2)cc1	0.2	0.9	4	1	-7	4
28	CCOc1ccc(C(=O)N(C)C2CCS(=O)(=O)C2)cc1 (stereo unspecified)	0.0	1.9	-4	3	-41	-13
29	O=C(CC1SCCNC1=O)Nc1ccc(Cl)cc1 (stereo unspecified)	-1.2	2.2	-4	-12	.	-3
30	CCN(CCn1cccn1)Cc1nc(-c2ccccc2)no1	-0.4	2.1	-1	-9	10	1
31	Cc1ccc(C)c(N2CCN(c3ccncc3N)CC2)c1	-1.1	0.2	0	14	18	-10
32	CC1=C(C(=O)OC2CCCCC2)C(c2cccs2)n2c(nc3ccccc32)N1 (stereo unspecified)	2.0	0.8	11	-15	-26	13
33	c1ccc(COc2cccc(CNCc3cccs3)c2)cc1	5.5	4.7	1	10	6	-11
34	CC(=O)C[C@H](O)CC(=O)[C@@H]1OC(=O)[C@H](C)C/C=C\Cc2ccccc21	3.7	1.5	7	9	-15	-5
35	CCN(CC)c1nc(=S)nc(NC(C)(C)C)[nH]1	1.6	.	2	-6	-13	38
36	O=[N+]([O-])c1ccc(Cl)cc1Sc1ccccn1	2.9	1.0	-2	415	-38	-21

#	Pemphigus Ab inh	HTR5A ag	E coli growth	OPRM1-OPRD1 inv	OPRM1-OPRD1 ag
25	98	-3	1.3	3	-0.6
26	102	7	0.3	15	-2.6
27	99	-2	1.4	8	-1.8
28	101	0	-0.6	5	-0.8
29	117	1	0.2	11	-2.3
30	102	0	-0.5	0	0.0
31	93	2	-0.6	-5	0.9
32	99	-3	-0.7	-25	3.8
33	109	4	3.1	-38	6.9
34	99	1	0.5	14	-3.0
35	107	2	-2.0	-2	0.4
36	100	6	-1.1	9	-1.7

The results go on:
#	compound	AddAB inh	phage Ecoli inh	PKA-R1A act	SUMO Mot1 rescue	PfHsp90 yeast 2	HTR5A inv ag
37	O=C(Nc1cccc(S(=O)(=O)N2CCCCC2)c1)c1ccco1	-1.8	2.2	-6	-19	-10	13
38	O=C(c1ccc(-n2cccn2)cc1)N1CCc2c([nH]c3ccccc23)C1c1ccccn1 (stereo unspecified)	-1.4	2.8	-8	73	-10	4
39	Cc1nn(CC(=O)N2CCOCC2)c(=O)c2ccccc12	1.6	-2.2	0	-9	1	-40
40	CC1CC(=O)N(CCc2ccccc2)C(=O)C1	.	1.2	-5	.	-5	-3
41	CC1CN(S(=O)(=O)c2cccc(C(=O)Nc3ccc(S(=O)(=O)NC4=NCCCCC4)cc3)c2)CC(C)O1 (stereo unspecified)	1.7	4.0	5	6	4	4
42	Cc1nc(SCC(=O)N(C)C2CCCCC2)[nH]c(=O)c1Cc1ccccc1	2.4	-1.2	-1	4	-52	-31
43	COc1ccc(-n2c(C)cc(-c3csc(N)n3)c2C)cc1	-1.5	2.6	0	-15	12	-4
44	Cc1ccc(N2Cc3ccccc3C2=O)cc1	2.1	2.6	1	-24	19	-29
45	Cc1cc(C)cc(OCC(=O)OCC(=O)N2CC(=O)Nc3ccccc32)c1	4.5	1.8	6	215	2	41
46	Cc1nn(C)c(C)c1S(=O)(=O)N(CC(=O)NCc1cccs1)c1ccc(C(C)C)cc1	-0.2	0.8	5	4	17	-15
47	COC(=O)c1c(C(=O)OC)c(C)n(Cc2ccco2)c1C	0.2	1.4	1	17	10	-8
48	O=C(NC1CCCC1)C(c1ccc(F)cc1)N(C(=O)c1csnn1)c1ccccc1F (stereo unspecified)	-0.2	1.1	2	43	11	6

#	Pemphigus Ab inh	HTR5A ag	E coli growth	OPRM1-OPRD1 inv	OPRM1-OPRD1 ag
37	.	-5	-3.7	-1	0.3
38	91	1	0.0	4	-0.8
39	108	1	0.5	8	-1.5
40	93	1	.	1	-0.2
41	101	-1	0.0	-8	1.3
42	103	-3	-1.2	10	-1.8
43	76	3	-2.3	13	-2.5
44	107	11	-0.4	6	-1.2
45	100	3	1.3	6	-1.2
46	102	6	0.4	17	-3.1
47	100	4	1.3	14	-2.5
48	98	-1	2.1	11	-2.0

Carrying on.
#	compound	AddAB inh	phage Ecoli inh	PKA-R1A act	SUMO Mot1 rescue	PfHsp90 yeast 2	HTR5A inv ag
49	CNS(=O)(=O)c1cccc(C(=O)OCC(=O)Nc2ccc(-c3nc4ccc(C)cc4s3)cc2)c1	-0.2	.	6	0	-1	1
50	CCOc1ccc2nc(N3CCC(C(=O)N4CCN(C(=O)c5ccco5)CC4)CC3)sc2c1	2.5	.	4	33	-4	5
51	COc1ccccc1Nc1nc(C)cc(C)n1	-0.2	-0.2	-2	-7	-7	-4
52	CCOC(=O)CSc1nc2ccccc2n2c(C)nnc12	1.5	0.2	-3	10	4	-4
53	CCc1cccc2c(C(=O)COC(=O)c3c(C)noc3C)c[nH]c12	0.8	3.1	2	11	-3	9
54	CC1CCN(C(=O)COC(=O)c2ccccc2C(=O)c2ccccc2)CC1	-0.3	2.2	0	-9	-20	-15

#	Pemphigus Ab inh	HTR5A ag	E coli growth	OPRM1-OPRD1 inv	OPRM1-OPRD1 ag
49	91	0	-1.7	-24	3.7
50	106	-2	0.0	14	-2.8
51	115	1	1.0	12	-2.4
52	95	1	-1.6	-6	1.3
53	122	-4	2.2	1	-0.3
54	90	4	1.8	3	-0.6

Entries by screen from above:
SUMO Mot1 rescue for entries 49 to 52 → 0, 33, -7, 10
AddAB inh for entries 49 to 52 → -0.2, 2.5, -0.2, 1.5
